NSD2 inh = NSD2 histone methyltransferase inhibitors, primary screen, biochemical, AlphaScreen, single concentration, set 2; Histone-lysine N-methyltransferase NSD2 (Homo sapiens), O96028; NSD2 peptide methylation, 120 min; inhibition, % at 12.5 µM; hit rate 0.54% among 310,000; AID 743445, 2014; in the data active = inhibition above about 50%
Wnt act = Wnt/beta-catenin pathway activators, primary screen, cell-based, plate reader, single point; Wnt/beta-catenin reporter cell assay, activator; activation, % at 9.35 µM; hit rate 1.2% among 300,000; AID 743398, 2014; in the data active = activation above about 30%, passing the limit was not always enough;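 also: 0% = neutral control wells and 100% = positive control wells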
MITF act = activators of MITF-driven TRPM1 promoter reporter, primary screen, cell-based, SK-MEL-5, luciferase, single point. SK-MEL-5 TRPM1-promoter luciferase, 24 h; % of positive control, neutral wells = 0. activation, % at 12.5 µM. hit rate 0.75% among 300,000;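 active = mean activation of at least 80% with every replicate also reaching 80%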;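 also: 0% = neutral control wells and 100% = parthenolide positive control wells; values of inactives mirror those of a sister screen read the other way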
SR-BI DiI inh = inhibitors of SR-BI mediated HDL lipid uptake, primary screen, ldlA[mSR-BI] cells, fluorescence, single point; Scavenger receptor class B member 1 (Mus musculus), Q61009; ldlA[mSR-BI] CHO cells, DiI-HDL uptake fluorescence, 3 h; inhibition, % at 12.5 µM; hit rate 0.96% among 320,000; AID 488896, 2010;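 active = mean replicate inhibition of at least 70% and a set share of replicates each scoring 70 or more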;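 also: 0% = median of neutral control wells and 100% = median of positive control wells; values of inactives mirror those of a sister screen read the other way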
PvdQ acylase = P. aeruginosa PvdQ acylase inhibitors, primary screen, biochemical, fluorescence, plate reader and imaging, single point; inhibition, % at 10 µM; AID 488965, 2010; hit rate 0.063% among 340,000; PvdQ acylase [Pseudomonas aeruginosa LESB58]; purified PvdQ acylase; in the data active = inhibition above about 30%, passing the limit was not always enough;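 also: 0% = vehicle neutral wells and 100% = reference inhibitor wells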
HTR5A inv ctr = HTR5A inverse agonists in luminescence cell assay, primary screen, counter-screen for OPRM1-OPRD1 heterodimer inverse agonist project, full-deck HTS; HTR5A cell line, inverse agonism; inhibition, % at 9.3 µM; hit rate 0.083% among 340,000; AID 504634, 2011; in the data active = inhibition mostly above about 23%, no sharp cut-off; inactive = mostly below about 18%;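 also: 0% = cells with DMSO and 100% = no-cell wells with DMSO; some compounds called inactive have numbers as strong as hits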
dFosB activator = activators of delta FosB homodimer, primary screen, biochemical, fluorescence polarization, TAMRA-CDK5 oligo, single point; Protein FosB (Mus musculus), P13346; purified delta FosB; percent of positive-control signal above neutral wells; activation, % at 25 µM; hit rate 0.99% among 340,000; AID 493131, 2011;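 active = mean activation above about 17%, with every replicate also reaching it, limit read from the data, passing the limit was not always enough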;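 also: fluorescence polarization rise as delta FosB binds a TAMRA Cdk5 AP-1 oligo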
Target sequence (P13346 whole entry, looked up): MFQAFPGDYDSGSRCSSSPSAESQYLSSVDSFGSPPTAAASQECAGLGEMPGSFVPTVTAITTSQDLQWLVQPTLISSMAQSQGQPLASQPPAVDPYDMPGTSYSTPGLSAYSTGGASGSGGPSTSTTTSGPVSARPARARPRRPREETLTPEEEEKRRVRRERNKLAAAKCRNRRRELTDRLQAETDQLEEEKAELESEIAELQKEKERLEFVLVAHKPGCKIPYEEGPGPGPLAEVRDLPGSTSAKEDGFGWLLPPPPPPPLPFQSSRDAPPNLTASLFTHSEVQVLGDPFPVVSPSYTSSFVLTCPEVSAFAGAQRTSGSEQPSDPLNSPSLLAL
HTR5A ag ctr = HTR5A agonists in luminescence cell assay, primary screen, counter-screen for OPRM1-OPRD1 heterodimer agonist project, full-deck HTS; 5-hydroxytryptamine receptor 5A (Homo sapiens), P47898; cell-based; activation, % at 9.3 µM; hit rate 0.61% among 340,000; in the data active = activation mostly above about 9.5%, no sharp cut-off; inactive = mostly below about 7.6%;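 also: 0% = cells with vehicle only and 100% = reference agonist; strong numbers were not always called active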
CDK5 inh = inhibitors of human CDK5/p35 kinase, primary screen, biochemical, single concentration; Cyclin-dependent kinase 5 (Homo sapiens) + Cyclin-dependent kinase 5 activator 1 (Homo …; Recombinant CDK5/p35, ADP-Glo luminescence, 60 min; inhibition, % at 10 µM; hit rate 0.01% among 330,000; AID 488839, 2010;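 active = highest replicate inhibition of at least 50% and at least 75% of replicates reaching 50%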;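 also: plate controls were DMSO neutral control for no effect and GW8510 at 10 µM for full effect; many of its hits are not listed in these tables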
Target sequence (Q00535 whole entry, looked up): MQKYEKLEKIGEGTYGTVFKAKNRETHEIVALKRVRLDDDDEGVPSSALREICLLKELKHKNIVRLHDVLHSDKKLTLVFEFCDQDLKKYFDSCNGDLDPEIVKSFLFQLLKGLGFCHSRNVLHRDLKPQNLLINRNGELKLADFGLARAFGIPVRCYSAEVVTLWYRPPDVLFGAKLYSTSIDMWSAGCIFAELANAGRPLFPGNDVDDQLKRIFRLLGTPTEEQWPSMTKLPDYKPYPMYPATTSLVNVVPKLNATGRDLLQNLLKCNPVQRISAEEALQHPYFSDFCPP
Target sequence (Q15078 whole entry, looked up): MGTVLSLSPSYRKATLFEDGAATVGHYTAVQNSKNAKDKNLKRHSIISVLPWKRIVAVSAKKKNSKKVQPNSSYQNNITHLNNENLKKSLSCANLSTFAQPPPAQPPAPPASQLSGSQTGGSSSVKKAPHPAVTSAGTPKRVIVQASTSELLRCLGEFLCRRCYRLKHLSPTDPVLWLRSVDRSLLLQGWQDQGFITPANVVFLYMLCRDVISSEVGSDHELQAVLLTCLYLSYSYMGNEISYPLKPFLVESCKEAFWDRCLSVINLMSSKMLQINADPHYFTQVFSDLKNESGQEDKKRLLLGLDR
V-ATPase pHluor = regulators of yeast V-ATPase proton pumping, primary screen, pHLuorin cytosolic pH fluorescence. S. cerevisiae. response, % at 10 µM. hit rate 0.37% among 350,000. AID 504577, 2011; in the data active = response mostly above about 7.3%, no sharp cut-off; inactive = mostly below about 5.4%; also: actives read high; inactives centre near 0; some compounds called inactive have numbers as strong as hits; reference of the scale not given here
* = called active by the depositor; · = not tested or not shown.

The first two compounds, to show the layout:
Every second line gives: NSD2 inh, Wnt act, MITF act, SR-BI DiI inh, PvdQ acylase, HTR5A inv ctr, dFosB activator, HTR5A ag ctr, CDK5 inh, V-ATPase pHluor
> Cc1sc2c(c1C)C(=O)/C(=C\Nc1ccncc1)S(=O)(=O)N2C
    -6, 44*, ·, 3, -9, -17, -2, -2, -2.8, 4
> CS(=O)(=O)Nc1ccc(C2=NN(S(=O)(=O)c3ccc(F)cc3)C(c3ccco3)C2)cc1 (stereo not drawn)
    3, -2, -3, -10, -14, 21, 2, 1, -1.8, -2

Main list, repeating the preview:
Every second line gives: NSD2 inh, Wnt act, MITF act, SR-BI DiI inh, PvdQ acylase, HTR5A inv ctr, dFosB activator, HTR5A ag ctr, CDK5 inh, V-ATPase pHluor
> Cc1sc2c(c1C)C(=O)/C(=C\Nc1ccncc1)S(=O)(=O)N2C
    -6, 44*, ·, 3, -9, -17, -2, -2, -2.8, 4
> CS(=O)(=O)Nc1ccc(C2=NN(S(=O)(=O)c3ccc(F)cc3)C(c3ccco3)C2)cc1 (stereo not drawn)
    3, -2, -3, -10, -14, 21, 2, 1, -1.8, -2
> O=C(CSc1ccccc1C(=O)O)NCc1ccco1
    0, -1, -8, -31, 4, -5, -4, 0, -0.3, -2
> Cc1cc(C)nc(N/N=C/c2c[nH]c3ccccc23)n1
    -6, -1, 14, -17, -5, -3, 2, 1, -1.1, -1
> CCOC(=O)C(Cc1ccccc1)(Cc1ccccc1)C(C)=O
    -4, 1, ·, 17, -7, 1, 8, 0, -3.4, 6
> COc1ccc(NC(=O)CSCC(=O)Nc2ccc(S(=O)(=O)N3CCOCC3)cc2)cc1
    2, 0, 0, -7, -12, 0, -5, 0, -0.4, -5
> COc1ccc(-c2nc(N)n(C(=O)c3ccccc3Cl)n2)cc1
    -3, ·, 16, -7, -9, 16, -7, 6, 2.6, 0
> Cc1ccc(CNC(=O)[C@@H](NC(=O)C2CCN(C(=O)[C@@H](N)CC(C)C)CC2)C(C)C)cc1
    ·, 0, 9, -19, -13, 10, -7, -1, -1.4, 3
> COc1ccc(COC(=O)c2cccc(S(=O)(=O)N3CCN(C(C)=O)CC3)c2)cc1
    4, -1, -5, 17, -1, -10, -14, 4, -1.5, 0
> CC[C@H](C)[C@@H](C(=O)N1CCNCC1)n1cc([C@@H](N)CC(C)C)nn1
    ·, -2, 10, -28, -13, 13, -8, 3, -1.4, -1

Of the compounds above, five contain sulfur.
Every second line gives: NSD2 inh, Wnt act, MITF act, SR-BI DiI inh, PvdQ acylase, HTR5A inv ctr, dFosB activator, HTR5A ag ctr, CDK5 inh, V-ATPase pHluor
> Cc1sc2c(c1C)C(=O)/C(=C\Nc1ccncc1)S(=O)(=O)N2C
    -6, 44*, ·, 3, -9, -17, -2, -2, -2.8, 4
> CS(=O)(=O)Nc1ccc(C2=NN(S(=O)(=O)c3ccc(F)cc3)C(c3ccco3)C2)cc1 (stereo not drawn)
    3, -2, -3, -10, -14, 21, 2, 1, -1.8, -2
> O=C(CSc1ccccc1C(=O)O)NCc1ccco1
    0, -1, -8, -31, 4, -5, -4, 0, -0.3, -2
> COc1ccc(NC(=O)CSCC(=O)Nc2ccc(S(=O)(=O)N3CCOCC3)cc2)cc1
    2, 0, 0, -7, -12, 0, -5, 0, -0.4, -5
> COc1ccc(COC(=O)c2cccc(S(=O)(=O)N3CCN(C(C)=O)CC3)c2)cc1
    4, -1, -5, 17, -1, -10, -14, 4, -1.5, 0

(listing goes on)
Every second line gives: NSD2 inh, Wnt act, MITF act, SR-BI DiI inh, PvdQ acylase, HTR5A inv ctr, dFosB activator, HTR5A ag ctr, CDK5 inh, V-ATPase pHluor
> CCOc1ccc(CN2CCN(C(=O)c3cccc4ccccc34)CC2)cc1
    13, -5, -13, -5, 9, 21, -29, -7, 1.2, -1
> CCc1c(O)nc(SCC(=O)Nc2ccccc2)n(C(C)CC)c1=O (stereo not drawn)
    0, 2, 16, -30, 6, -5, 4, 2, 1.9, -1
> CSCc1c(C(=O)Nc2ccc(N3CCOCC3)cc2)oc2ccccc12
    0, -3, 8, 6, -9, 2, -3, -1, -2.0, -3
> COc1cccc(CNS(=O)(=O)c2cc(-c3cc(C)no3)ccc2C(C)C)c1
    -7, 2, -12, 35, -14, 5, -7, -1, ·, 0
> COc1ccccc1NS(=O)(=O)c1ccc(C(=O)NCC(c2cccs2)N2CCOCC2)cc1 (stereo not drawn)
    -3, -4, -6, 20, -1, -13, -16, 3, -8.2, 7
> CCOC(=O)C1=C(c2ccccc2)NC(=O)NC1c1ccc(N(C)C)cc1 (stereo not drawn)
    13, 0, 0, -19, 0, -14, -2, 2, -1.7, 0
> CCOc1ccc(CCNC(=O)COC(=O)COc2cc(C)cc(C)c2)cc1OCC
    0, -2, 2, 9, -4, -22, 1, 3, -0.4, -2
> Cc1cc(S(=O)(=O)N2CCN(C(=O)c3ccco3)CC2)ccc1F
    -4, -1, ·, 0, -9, -10, -1, 3, 1.6, -2
> CCOC(=O)C1=C(CC)Nc2ccccc2N=C1NC(=O)c1ccc(OC)c(S(=O)(=O)N2CCCCC2C)c1 (stereo not drawn)
    -2, 0, -7, 19, -13, -32, -3, 3, -1.0, -2
> CCCCNc1nc(Nc2ccc(C)c(Cl)c2)c2cnn(C)c2n1
    -2, 1, -12, 10, -14, -21, -8, 5, 0.3, 4
> COc1ccc(OC)c(C(=O)NC(CC(N)=O)c2ccc(NCCN3CCCCC3)c([N+](=O)[O-])c2)c1 (stereo not drawn)
    ·, 0, 11, -8, 2, 7, -14, -4, 0.1, 2
> COc1ccccc1/C=C/C=C1N=C(/C=C/c2ccc(Cl)cc2)OC/1=O
    0, 0, -8, -28, -1, 4, -9, 0, -1.0, -2
> Cn1c(CNC(=O)c2ccco2)nnc1SCC(=O)Nc1ccc(Cl)cc1
    3, -4, -14, -23, -12, 3, -5, -1, -1.3, 1
> CSCCNC(=O)c1ccc2nc(Cc3ccccc3F)oc2c1
    -1, 43*, ·, -1, -11, 1, -8, 0, -1.5, 1
> CSc1ccc(-c2nc(O)c3cnccn23)cc1
    0, 3, 0, 9, -24, 12, -1, -5, -0.8, -5
> CCc1ccc(OCC(=O)Nc2ccc(-c3cc4ccccc4oc3=O)c(OC)c2)cc1
    -3, -9, -5, 63, 9, -12, -1, 4, 1.9, -2
> CC(/C=N/NC(=O)c1ccncc1)=C\c1ccccc1
    -3, 6, 22, -16, 7, 14, -10, 1, 0.1, 3
> CCN1C(=O)C(O)(CC(=O)c2cc(C)ccc2C)c2ccccc21 (stereo not drawn)
    -1, ·, -16, -12, 14, 23, 2, -5, 7.4, -4
> O=C(Nc1ccon1)c1cc2c(s1)CCCCCC2
    -2, ·, 66, 0, 15, -40, 1, 2, -0.8, 2
> Cc1ccc(C2C3=C(CC(C)(C)CC3=O)Nc3onc(C)c32)cc1 (stereo not drawn)
    9, ·, 3, -20, -14, 3, 1, -1, 0.0, 1
> Cc1ccc(C)c(SCC(=O)NC(=O)NC2CCCC2)c1
    30, 0, 0, -6, -2, 15, -6, -6, -1.4, 5
> S=C(Nc1cccc(Br)c1)N1CCn2cccc2C1c1cccnc1 (stereo not drawn)
    4, -1, -13, 9, -8, 8, -9, -5, -2.3, -6
> CN1CCN(CCOc2ccc(Cl)c(Cl)c2)CC1
    3, -2, 14, -26, -5, 15, -2, -6, -4.9, -2
> COc1ccc(S(=O)(=O)NCC2CCCO2)cc1Cl (stereo not drawn)
    -3, 1, 14, -17, 1, -40, -4, -1, -0.4, 3
> CCCn1nnnc1NCc1ccccc1Cl
    -1, 0, ·, 6, -7, 9, 1, -3, 0.8, -1
> O=C(CSc1nnc(Cc2cccs2)n1Cc1ccco1)Nc1cccc(Cl)c1
    -2, ·, -7, 31, -10, 9, -14, 4, 1.2, 1
> O=C(N/N=C/c1cc(Br)c(O)c(Br)c1O)c1ccc2c(c1)OCCO2
    22, 9, 31, 30, 2, 4, 1, -2, 0.5, 1
> CC(=O)c1ccc(Nc2ccc(-c3ccccc3F)nn2)cc1
    ·, 31*, 73, 36, 12, -11, -17, 4, 0.8, -2
> COc1ccc(N2CCN(C3CCCCC3NS(=O)(=O)c3ccccc3)CC2)cc1 (stereo not drawn)
    22, -1, 6, 14, -9, -5, -14, 0, 0.4, 2
> CC1CCCN(C(=O)c2cc3ccccc3cc2O)C1 (stereo not drawn)
    0, 1, -4, 5, -2, 3, 2, 0, 0.5, 0
> Cc1cc(=O)[nH]c(N2CCN(c3ccc(Cl)cc3)CC2)n1
    -2, 0, ·, -5, -9, -1, -2, 0, 0.9, 1
> Cc1ccccc1NC(=S)NCc1ccccc1
    -1, ·, -7, 18, 6, 6, -1, -2, -6.2, 2
> CCOCCn1c2ccccc2c2nc3ccccc3nc21
    -7, 5, 18, 38, -13, 0, -34, 0, 2.3, 0
> COc1ccc(OC)c(S(=O)(=O)Nc2ccc3c(c2)C(=O)OC3)c1
    1, -4, ·, -16, -2, 15, -7, 1, -1.5, 0
> CC(=O)NC(C)C(=O)OCc1ccc(Cl)cc1Cl (stereo not drawn)
    7, ·, 0, -10, -1, -14, 7, -1, 1.4, 1
> COC(=O)c1ccc(C)c(NS(=O)(=O)c2ccc(NC(C)=O)cc2)c1
    -3, 1, 3, 3, 2, -16, -4, 6, 4.1, 1
> O=C(Nc1nnc(C2CC2)s1)C1Cc2ccccc2CN1S(=O)(=O)c1ccccc1F (stereo not drawn)
    2, 29, 29, 1, -6, 0, -18, 0, -1.5, 2
> O=C1COc2ccc(C(=O)NCc3ccc4c(c3)OCO4)cc2N1
    43, -9, -11, -38, -18, 5, -7, -2, 1.6, -1
> COc1ccc(CCNC(=O)c2cc3c(=O)n4cccc(C)c4nc3s2)cc1OC
    0, 13, -12, 23, -15, -11, -17, 2, 0.3, -20
> CCC1CCCCN1C(=O)CCc1nnc(C2CCCCC2)o1 (stereo not drawn)
    7, 7, 17, -1, -12, -2, -2, 1, 0.2, -2
> N#CCCN(C(=O)CN1CCN(S(=O)(=O)c2ccc3c(c2)OCCO3)CC1)c1ccc(F)cc1
    -2, 2, 0, 10, -1, 5, -6, 0, -0.7, 3
> CCn1c(-c2csc(-c3ccc(Cl)cc3)n2)n[nH]c1=S
    -1, -3, 17, 1, -21, 20, -3, -5, 2.6, -1
> CCc1cccc(NC(=O)Cc2ccc([N+](=O)[O-])cc2)c1
    26, -2, -3, -9, 6, 11, 7, 8, 0.1, 5
> Cc1oc(C(C)(C)C)cc1C(=O)Nc1ccc(N2CCOCC2)cc1
    0, 0, 6, 36, -4, -13, -3, 5, -0.2, 1
